Screening results as filed in PubChem BioAssay.
IL1B secr inh: inflammasome signaling inhibition, IL-1 beta readout; THP-1 LPS/ATP IL-1B secretion, AlphaLISA, 16 h; stronger effect = lower value; activity change, % at 57.5 µM; AID 743279; hit rate 4.7% among 360,000; in the data active = activity change below about -50%; inconclusive = mostly about -30% to -49%; note: % is set by controls: 0 for no effect and ±100 for the full control effect
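Secreted IL-1B measured by AlphaLISA bead assay after 16 h compound exposure of THP-1 cells; compounds (final up to 57.5 uM) added 1 h before LPS (250 ng/mL) and ATP (1.25 mM) stimulation; lower signal means less secretion.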
HT1080 IDH1KD tx: kills HT-1080 cells with IDH1 knockdown; HT-1080 IDH1 knockdown viability, ATP luminescence, 48 h; Potency, µM (titrated, usually from 46.1 µM), without a hit: at the top dose activity, negative = toxicity, most hits filed as cytotoxic; hit rate 2% among 360,000; AID 686971;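 note: potency is the fitted concentration of half-maximal effect; 0% = DMSO wells and -100% = cell-free medium wells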
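Luminescent ATP read-out (CellTiter-Glo, 10 min at room temperature) after 48 h compound exposure at 37 °C gave viability of IDH1-knockdown HT-1080 cells. Activity was normalised to DMSO and cell-free wells, then fitted as concentration-response curves.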
KB-V1 cytotox: kills drug-selected multidrug resistant KB-V1 cells; AID 1347076; hit rate 3.4% among 400,000; Potency, µM (highest dose often 46.1 µM), for inactives: top-dose activity change, negative = cytotoxicity, most hits filed as cytotoxic; KB-V1 MDR cells viability, CellTiter-Glo, 72 h; note: potency is the fitted concentration of half-maximal effect; % is set by controls: 0 for no effect and ±100 for the full control effect; nearly all actives have a fitted effect of over 60% in size
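In this primary screen, KB-V1 cells overexpressing P-gp are incubated with library compounds (lowest to highest concentration) for 72 h at 37 degrees C before a luminescent ATP viability read.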
GLP1R cytotox: cytotoxicity in counter-screen for GLP-1R inverse agonists. HEK293 cAMP-luciferase reporter cells, luminescence, 24 h. Potency, µM (titrated, usually from 38.3 µM), without a hit: top-dose activity change, negative = inhibition, actives largely listed as inhibitors. hit rate 0.13% among 410,000. AID 624418;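 note: loss of luciferase light is scored as toxicity; potency is the fitted concentration of half-maximal effect; % is set by controls: 0 for no effect and ±100 for the full control effect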
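Here, cytotoxicity is scored as loss of luminescence. The MLSMR collection was tested on cells seeded in medium containing 10% Nu serum, with a 24 hr compound exposure preceded by 12 hours of culture.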
HT1080NT lethal: kills 2HG-producing HT-1080-NT fibrosarcoma cells | HT-1080-NT fibrosarcoma viability, CellTiter-Glo ATP luminescence, 48 h | Potency, µM (highest dose often 46.1 µM), for inactives: top-dose activity, negative = less viability, most hits filed as cytotoxic | hit rate 1.6% among 360,000;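 note: NT is the 2HG producing partner of a matched IDH1 knockdown line; potency is the fitted concentration of half-maximal effect; 0% = DMSO-treated cells and -100% = media-only wells without cells; nearly all actives have a fitted effect of over 55% in size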
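Viability by CellTiter-Glo luminescence after 48 h compound exposure at 37C of HT-1080-NT cells (750/well, RPMI, 5% FBS). % activity scaled between DMSO wells and medium-only wells, then curve-fitted and categorized by curve class.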
D3 ag: activates the human D3 dopamine receptor | max activation, % | D3R DiscoveRx beta-arrestin cells, luminescence, 90 min | hit rate 0.58% among 410,000; in the data active = max activation above about 30%; note: 0% is about no effect; mostly tested at two doses, the higher about 12 µM
Target sequence (P35462 whole entry, looked up): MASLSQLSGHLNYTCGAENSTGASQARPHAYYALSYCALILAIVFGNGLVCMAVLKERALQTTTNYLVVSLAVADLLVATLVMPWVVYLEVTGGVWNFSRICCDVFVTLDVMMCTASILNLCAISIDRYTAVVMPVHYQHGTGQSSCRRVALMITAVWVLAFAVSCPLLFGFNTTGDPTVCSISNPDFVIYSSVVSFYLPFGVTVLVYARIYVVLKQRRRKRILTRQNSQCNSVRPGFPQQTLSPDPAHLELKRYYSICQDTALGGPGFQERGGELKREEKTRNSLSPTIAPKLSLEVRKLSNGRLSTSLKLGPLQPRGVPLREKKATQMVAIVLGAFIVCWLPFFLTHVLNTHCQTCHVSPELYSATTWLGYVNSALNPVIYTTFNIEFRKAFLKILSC
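Cells at 1500/well, incubated overnight, then treated with pinned compounds (dopamine as control) for 90 min at 37 degrees C. DiscoveRx reagent added for 30 - 60 minutes at room temperature; luminescence read.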
KB-3-1 tox: KB-3-1 parental cell cytotoxicity; KB-3-1 viability, CellTiter-Glo ATP luminescence, 72 h; hit rate 1.4% among 400,000; AID 1347075; Potency, µM (titrated, usually from 46.1 µM), for the others: top-dose activity change, negative = cytotoxic, most hits filed as cytotoxic; note: potency is the fitted concentration of half-maximal effect; % is set by controls: 0 for no effect and ±100 for the full control effect; nearly all actives have a fitted effect of over 60% in size
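Cytotoxicity in the drug-sensitive parental line KB-3-1 was scored as loss of CellTiter-Glo luminescence following 72 h incubation with compound. Values come from curve fitting of normalized concentration-response data.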
SW480 rerep: induces DNA re-replication in SW480 colon adenocarcinoma cells; SW480 DNA re-replication, Hoechst DNA content imaging, 48 h; hit rate 1.8% among 340,000; Potency, µM (titrated, usually from 46.1 µM), inactives show at the highest dose re-replication activation, hits mostly activators; note: potency is the fitted concentration of half-maximal effect; % of control where 0% means no effect; nearly all actives have a fitted effect of over 55% in size
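Compounds, transferred as 23 nL by pin tool, were incubated with cells for 48 hr; DNA content per nucleus was then quantified by Hoechst staining and fluorescence plate imaging.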
MCF10A rereplic: DNA re-replication induction in MCF 10a cells; MCF 10A DNA re-replication, Hoechst nuclear intensity, 48 h; Potency, µM (series often up to 46.1 µM), for the others: top-dose activity, positive = re-replication, usual class: activators; hit rate 2.9% among 350,000; AID 624296; note: potency is the fitted concentration of half-maximal effect; % of control where 0% means no effect; nearly all actives have a fitted effect of over 50% in size
An asterisk follows results filed as active; ? = inconclusive; · = not tested or not shown; & = joins results of further samples; ! = not confirmed by another sample; [ ] = another dose, or the depositor's remark. Unless noted, calls come from the whole dose curve; as a rule, active = well fitted curve in the direction sought with a large enough effect; inconclusive = small, poorly fitted or top-dose-only effect, or another doubt; inactive = no such curve, though single readings can be large; an effect the other way counts as inactive or inconclusive.

SMILES	IL1B secr inh	HT1080 IDH1KD tx	KB-V1 cytotox	GLP1R cytotox	HT1080NT lethal	D3 ag	KB-3-1 tox	SW480 rerep	MCF10A rereplic
Cc1n[nH]c(=O)c2c(NC(=O)CSc3nc4ccccc4c(=O)n3CCCOC(C)C)oc(C)c12	?	0%	-17%	12%	8%	3	0%	3%	7%
Cc1ccc(Nc2c(-c3ccccc3O)nc3ccc(Br)cn23)cc1	·	·	14%	0%	·	-5	1%	·	·
COc1cccc(NC(=O)CSc2ncc(S(=O)(=O)c3ccc(C)c(C)c3)c(=O)[nH]2)c1	·	·	2%	20%	·	-2	15%	·	·
Cc1cc(C)c(NC(=O)Cn2c(=O)n(CCC(=O)NCc3ccc4c(c3)OCO4)c(=O)c3ccccc32)c(C)c1	·	·	7%	-3%	·	-10	9%	·	·
COc1ccc(S(=O)(=O)N2CCOCC2)cc1NC(=O)CC1CCCC1	-9	1%	·	14%	24%	-5	·	5%	8%
CCCNC1CCS(=O)(=O)C1 (configuration not stated)	21	24%	16%	13%	23%	3	7%	-8%	0%
CC1CCCCN1C(=O)Cn1cnc2c1c(=O)n(C)c(=O)n2C (configuration not stated)	-9	0%	25%	-9%	-2%	1	7%	-3%	-6%
COc1ccc(NC(C)=O)cc1NC(=O)CSc1nnc(-c2ccncc2)n1C	10	3%	15%	-4%	3%	0	1%	-3%	-1%
Cc1cc(NC(=O)CN2C(=O)NC(C)(CC(C)C)C2=O)no1 (configuration not stated)	25	5%	-1%	2%	9%	9	-10%	1%	-8%
CC(=O)c1ccc(N2CCN(C(=O)c3ccc4c(c3)OCO4)CC2)cc1	0	6%	·	-5%	-8%	6	·	-8%	5%
CC(=O)N1CCn2c3ccc(C)cc3c3cccc1c32	8	0%	?	2%	-16%	1	-3%	-6%	14%
Cc1cccc(C(=O)Nc2ccc(C(=O)N/N=C/c3cccc(C)n3)cc2)c1	1	-20%	-6%	-2%	-8%	-3	21%	2%	3%
CCN1CCN(c2ccc(S(=O)(=O)N3CCOCC3)cc2NC(=O)COc2ccc(F)cc2Cl)CC1	-3	3%	14%	-6%	1%	1	8%	1%	0%
COc1cccc(NC(=O)c2cnc(SCC(=O)N3CCOCC3)n(C)c2=O)c1	·	·	0%	0%	·	10	-14%	·	·
O=C(CCc1ccccc1)Nc1ccc(F)c([N+](=O)[O-])c1	-94*	-1%	0%	-7%	-16%	-10	13%	-26%	-8%
COc1ccc(-c2c(C#Cc3ccccc3)c3ccccc3n2C)cc1	-16	10%	?	0%	12%	0	-1%	-2%	?
O=C(COc1ccc(Br)cc1)NCCCNC(=O)c1ccncc1	-11	21%	-4%	-3%	22%	0	13%	-4%	-23%
Cc1cc(C)cc(-n2c(SCC(=O)N3CCCCC3)nc3c([nH]c4ccccc43)c2=O)c1	·	·	-8%	2%	·	4	-3%	·	·
Cc1ccc(S(=O)(=O)N2CCOC2CNC(=O)C(=O)NCC(C)C)cc1 (configuration not stated)	-12	-1%	0%	8%	0%	-10	19%	-10%	2%
CCn1c(=N)n(CC(O)COc2cccc(C)c2)c2ccccc21 (configuration not stated)	?	?	?	-25%	?	2	?	?	?
CCC(=O)Nc1cccc(C(=O)OC)c1	-17	-4%	-9%	-5%	4%	-9	25%	-9%	-6%
O=C(NCCC1=CCCCC1)c1[nH]c(C(F)(F)F)nc1-c1ccccc1	0	?	?	-27%	?	112*	?	·	·
Cc1cc(C)n(S(=O)(=O)c2cc(Cl)ccc2Cl)n1	35	1%	-8%	6%	-7%	-3	2%	-4%	7%
O=C(N1CCCC1)C(F)(F)Oc1ccc(F)cc1	-23	2%	-9%	1%	0%	2	-4%	-3%	2%
CC(OC(=O)c1cc(S(=O)(=O)N(C)c2ccccc2)ccc1Cl)C(=O)Nc1ccc2c(c1)OCCO2 (configuration not stated)	-21	-11%	-5%	-23%	-1%	1	11%	-3%	0%
COc1ccc(N(CC(=O)NCc2cccnc2)S(=O)(=O)c2ccccc2)c(OC)c1	25	6%	?	-26%	1%	3	15%	-6%	12%
CCCCN(CCCC)CCNC(=O)CN1C(=O)CSc2ccc(S(=O)(=O)N3CCOCC3)cc21	-18	-2%	-18%	-11%&-13%	-1%	4&0	?	-17%	0%
CC(C)Oc1ccc(/C=C(/NC(=O)c2ccccc2)C(=O)NCCC(=O)O)cc1	1	11%	?	-2%	6%	5	2%	-1%	-15%
CCc1nnc(NC(=O)c2cc(-c3ccccn3)nc3ccccc23)s1	9	-1%	1%	-8%	1%	0	2%	-3%	1%
Cc1cccc(OCC(=O)NC(=S)Nc2ccccc2N2CCOCC2)c1	3	-5%	-20%	1%	1%	4	0%	-6%	6%
O=C(NCCCN1CCc2ccccc2C1)Nc1ccc(Cl)cc1	-55*	?	15µM*	-19%	?	-38	-12%	-1%	0%
Cc1nc(-c2ccc(Cl)cc2)sc1C(=O)O	14	5%	-4%	6%[7.66 µM]	29%	3	-2%	0%	-1%
Cc1cccc(NC(=O)/C(=C\c2ccco2)NC(=O)c2cccs2)c1	-19	13%	-4%	-21%	8%	-5	11%	1%	7%
O=C(Cn1ccc2ccccc2c1=O)NCC(=O)N1CCN(c2ccccc2F)CC1	0	-11%	-5%	5%	-1%	3	3%	-18%	-14%
CCn1c(C(=O)NCc2ccccn2)cc2sccc21	1	3%	15µM*	-14%	19%	17	4%	-6%	10%
CCOC(=O)C(=CNc1ccc(C)cc1C)C(=O)OCC	-13	2%	0%	2%	10%	15	11%	2%	10%
CC(C)CN(CCNC(=O)CN1N=C(c2ccc(Cl)cc2)CCC1=O)CC(C)C	-16	2%	-12%	1%	4%	3	-7%	-2%	-7%
O=C(Nc1ccccc1F)Nc1ccc([N+](=O)[O-])cc1Cl	?	11%	-17%	18%	5%	-8	?	-6%	?
Cc1noc(C)c1NC(=O)Nc1ccc2c(c1)C(=O)N([C@H](C)CO)C[C@H](C)[C@@H](CN(C)S(=O)(=O)c1cn(C)cn1)O2	6	9%	0%	2%	9%	-22	0%	-14%	-4%
CCOC(=O)c1cc2c(=O)n3cccc(C)c3nc2n(CCCOC)c1=NC(=O)c1cccnc1	?	12%	12µM*	113%[activator]	9%	10	1%	16%	22%
O=C(O)CSc1nc(-c2ccccc2)c(-c2ccccc2)[nH]1	-7	6%	9%	2%	1%	8	0%	-22%	3%
O=C(CN1C(=O)C2C3C=CC(C4CC34)C2C1=O)NCc1ccco1 (configuration not stated)	-10	22%	7%	-6%	5%	6	-2%	-2%	1%
N#Cc1ccccc1S(=O)(=O)N1CCN(c2cnccn2)CC1	-19	14%	9%	-6%	20%	1	18%	4%	1%
CC(=O)c1ccc(NC(=O)c2cc3ccccc3o2)cc1	0	-2%	19%	2%	0%	-12	18%	6%	2%
O=C(NCc1ccc(F)cc1Cl)C1CC(=O)N(C2CCCCCCC2)C1 (configuration not stated)	0	-1%	2%	-3%	-1%	-2	-7%	?	-3%
CC1(C(=O)NS(=O)(=O)c2ccccc2Cl)CCN1C(=O)COc1ccc(Cl)cc1 (configuration not stated)	6	4%	7%	-4%	8%	5	0%	·	·
CCC(=O)N1CCc2cc(Br)cc(S(=O)(=O)N3CCCC(C(=O)Nc4cccc(Cl)c4C)C3)c21 (configuration not stated)	·	·	4%	-3%	·	-7	-17%	·	·
CC1(C)C2CC=C(/C=N/n3cnnc3)C1C2 (configuration not stated)	2	6%	15%	-16%	10%	1	8%	-7%	5%
COc1cc(C#Cc2c(C=O)n(C)c3ccccc23)cc(OC)c1	28	13%	-28%	-11%	0%	50*	?	8.2µM*	5.8µM*
CN(C(=O)c1cccc(NC(=O)Cc2ccc(NC(=O)C3CCN(C(=O)C4CCCC4)CC3)cc2)c1)C1CCCC1	-3	-11%	-11%	-6%	4%	-20	-2%	11%	6%
NNS(=O)(=O)c1ccc(N2CCCC2=O)c([N+](=O)[O-])c1	-22	-1%	5%	-3%	9%	-1	1%	-5%	-5%
O=C(C1CCCN(S(=O)(=O)c2ccccc2)C1)N1CCCCCC1 (configuration not stated)	0	-1%	-17%	-6%	0%	10	-22%	0.52µM*!	29%&99%
O=C(N/N=C/c1ccc(O)c(O)c1)C1c2ccccc2Oc2ccccc21	11	-19%	-1%	-23%	-20%	-16	-10%	-2%	?
Cc1cc(N2CCC(C)CC2)nc(NCc2ccccc2)n1	-90*	0%	-2%	-12%	-1%	-8	13µM*	0.52µM*	25%
CCN(CC)c1ccc(/C=N/NS(=O)(=O)c2cccc([N+](=O)[O-])c2)cc1	9	-2%	?	-19%	-1%	-3	0%	-21%	?
Cc1ccc(C(=O)CN2/C(=C(\O)c3ccccc3)C(=O)c3ccccc3S2(=O)=O)c(C)c1	9	?	2.3µM*	-23%	?	-4	?	?	?
CN(C)CCCN(Cc1ccccc1)C(=S)Nc1ccc(OC(F)F)cc1	-16	-1%	?	0%	-6%	-5	8%	·	7%
CC1CCN(c2ccccc2NC(=O)c2ccc([N+](=O)[O-])o2)CC1	32	-16%	5%	3%	1%	2	-2%	0%	1%
Cc1cc(=O)n2nc(N3CCCC(C(=O)NC(C)c4ccccc4)C3)sc2n1 (configuration not stated)	-15	7%	6%	-3%	15%	4	9%	-14%	-1%
O=S1(=O)CC(N2CCCCC2)CN1CCc1ccccc1 (configuration not stated)	28	18%	16%	2%	24%	0	0%	·	·
Cc1c(NC(=O)C(C)OC(=O)c2cccnc2)c(=O)n(-c2ccccc2)n1C (configuration not stated)	-1	18%	8%	-2%	8%	0	4%	-15%	7%
CC1CCc2onc(C(=O)O)c2C1 (configuration not stated)	19	11%	0%	-16%	2%	5	-15%	13%	-2%

Outcome played no part in choosing rows; any-hit rate near 11%.
